# Assay outcomes (PubChem BioAssay)
# M5 ag: agonists of human muscarinic M5 receptor (CHRM5); P08912; CHO-K1 hM5 cells, Fluo-8 calcium fluorescence; 0% DMSO wells, 100% maximal acetylcholine response; activation, % at 3 µM; actives 0.19% (n = 360,000); AID 624037;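 active = activation above the run's mean over test compounds plus 3 SD, cut at about 23% in these data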;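 note: signal is peak over basal fluorescence ratio across the kinetic read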
# CHRM4 antagonist: antagonists of human muscarinic M4 receptor (CHRM4). CHO-hM4 cells, ACh EC80, Fluo-8 calcium fluorescence. inhibition, % at 3 µM. actives 0.73% (n = 360,000). AID 624125;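 active = inhibition above its plate's cutoff, the mean inhibition of sample wells plus 3 SD, cut at about 27% in these data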;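 note: 0% = acetylcholine EC80 with DMSO and 100% = DMSO without agonist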
# Target sequence (P08173 whole entry, looked up): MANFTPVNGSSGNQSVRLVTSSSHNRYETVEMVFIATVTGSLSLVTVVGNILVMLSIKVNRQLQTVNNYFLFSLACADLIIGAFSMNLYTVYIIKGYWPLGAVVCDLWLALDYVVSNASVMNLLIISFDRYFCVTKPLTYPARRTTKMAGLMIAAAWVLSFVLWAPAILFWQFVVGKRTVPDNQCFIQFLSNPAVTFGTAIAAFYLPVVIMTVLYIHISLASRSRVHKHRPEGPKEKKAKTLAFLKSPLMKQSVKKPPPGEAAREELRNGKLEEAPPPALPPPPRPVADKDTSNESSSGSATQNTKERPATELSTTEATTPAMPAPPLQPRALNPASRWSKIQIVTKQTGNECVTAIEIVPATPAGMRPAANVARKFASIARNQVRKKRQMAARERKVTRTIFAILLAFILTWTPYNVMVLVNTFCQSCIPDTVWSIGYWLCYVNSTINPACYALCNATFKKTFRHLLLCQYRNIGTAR
# M5 PAM: potentiates acetylcholine response at human M5 receptor | CHO-K1 hM5, Fluo-8 calcium, ACh EC20 PAM; 0% = ACh EC20, 100% = ACh EC100 | P08912 | actives 0.3% (n = 360,000) | AID 624038 | activation, % at 3 µM;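 active = activation above the run cutoff, the mean activation of all test compounds plus 3 SD, cut at about 18% in these data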
#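 System – CHO-K1 hM5 cells · Compound – 3 µM, single dose · Incubation – compound preincubation 140 s before EC20 acetylcholine addition · Technique – Fluo-8 calcium fluorescence · Measure – Max/basal fluorescence ratio as % of EC20–EC100 ACh window · Benchmarks – low control EC20 acetylcholine (0%), high control EC100 acetylcholine (100%) · Replication – singlicate, one well per test compound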
# TAAR1 agonist: agonists of human TAAR1; Q96RJ0; actives 0.99% (n = 360,000); AID 624467; CHO RD-HGA16 TAAR1, Fluo-8 calcium fluorescence; vehicle wells 0%, saturating PEA agonist 100%; activation, % at 3 µM;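 active = activation above the mean activation of all test compounds in the run plus 3 SD, cut at about 38% in these data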
# Target sequence (Q96RJ0 whole entry, looked up): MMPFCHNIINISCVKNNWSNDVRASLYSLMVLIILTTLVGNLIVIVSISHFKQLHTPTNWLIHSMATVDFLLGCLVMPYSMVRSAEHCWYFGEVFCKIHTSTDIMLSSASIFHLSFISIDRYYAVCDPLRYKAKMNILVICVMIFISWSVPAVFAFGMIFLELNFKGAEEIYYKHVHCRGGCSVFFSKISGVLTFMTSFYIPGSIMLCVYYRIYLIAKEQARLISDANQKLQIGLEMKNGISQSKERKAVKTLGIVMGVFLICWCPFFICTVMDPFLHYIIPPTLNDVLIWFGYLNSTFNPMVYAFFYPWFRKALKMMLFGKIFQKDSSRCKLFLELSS
#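 System: CHO-derived RD-HGA16 cells with stable Gα16 and human TAAR1 / Times: 17-24 h plating, Fluo-8 75 min 37 °C, 30 min RT / Technique: calcium-sensitive Fluo-8 signal, excitation 470-495, emission 515-575 nm / Measure: % activation relative to PEA EC100 response / Benchmarks: DMSO and PEA EC100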
# M1 PAM: positive allosteric modulators of human M1 muscarinic receptor; P11229; CHO-K1 hM1, Fluo-8 calcium fluorescence, ACh EC20; 0% = ACh EC20, 100% = maximal ACh; activation, % at 3 µM; actives 0.088% (n = 360,000); AID 588819; in the data active = activation above about 19%, passing the limit was not always enough
# CHRM1 agonist: activates human CHRM1 receptor; CHO-K1 hM1, Fluo-8 calcium fluorescence, agonist mode; 0% DMSO, 100% acetylcholine EC100; activation, % at 3 µM; actives 0.33% (n = 360,000); AID 588814;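 active = activation above the run's mean compound activation plus 3 SD, cut at about 16% in these data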;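 note: peak over basal fluorescence ratio within a 140 s kinetic read after compound addition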
# M4 ag: CHRM4 agonism in calcium assay; AID 624127; CHO-K1 hM4/Gqi5, Fluo-8 calcium fluorescence; vehicle 0%, full acetylcholine response 100%; P08173; actives 0.14% (n = 360,000); activation, % at 3 µM;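 active = activation above the run mean over all test wells plus 3 SD, cut at about 32% in these data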;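 note: peak over basal fluorescence ratio per well then scaled between controls; 0% = DMSO wells and 100% = acetylcholine at EC100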
# CHRM1 antagonist: antagonists of human M1 muscarinic receptor | CHO-K1 hM1, Fluo-8 calcium fluorescence, ACh EC80 antagonist | inhibition, % at 3 µM | actives 1.3% (n = 360,000) | AID 588852;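 active = percent inhibition above its own plate's cutoff, namely the mean of that plate's compound wells plus 3 SD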;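 note: peak over basal fluorescence ratio during 140 s after agonist addition; 0% = ACh EC80 plus DMSO and 100% = DMSO alone without agonist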
# CHRM5 antagonist: antagonists of human muscarinic M5 receptor (CHRM5) | actives 0.59% (n = 360,000) | inhibition, % at 3 µM | CHO-hM5 cells, Fluo-8 calcium fluorescence, ACh EC80;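 active = inhibition above a per-plate cutoff, the mean of that plate's test compounds plus 3 SD, cut at about 27% in these data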;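 note: 0% = acetylcholine EC80 with DMSO and 100% = DMSO without agonist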
# Numbers without * were called inactive; / = not tested or not shown. Only part of the results is shown; rates above refer to the full screens.
# Start of the listing, in advance, three compounds:
M5 ag	CHRM4 antagonist	M5 PAM	TAAR1 agonist	M1 PAM	CHRM1 agonist	molecule	M4 ag	CHRM1 antagonist	CHRM5 antagonist
1.8	-7.4	-1.5	-0.1	0.8	-3.8	C[C@@H]1CCCCO[C@@H](CN(C)C(=O)c2ccncc2)[C@@H](C)CN([C@H](C)CO)C(=O)c2cc(N(C)C)ccc2O1	1.6	-5.8	1.7
-0.3	3.4	1.4	8.8	7.3	-1.4	COc1ccc(C(=O)NC(=O)N2CCCCC2)cc1	1.3	-30.8	-3.9
0.6	14.8	-7.8	-0.7	4.1	-2.4	COC(=O)c1sc(-c2ccc(C(C)(C)C)cc2)cc1NC(=O)c1ccccc1C(=O)O	0.2	-10.7	18.3

# The list itself, from the first entry:
M5 ag	CHRM4 antagonist	M5 PAM	TAAR1 agonist	M1 PAM	CHRM1 agonist	molecule	M4 ag	CHRM1 antagonist	CHRM5 antagonist
1.8	-7.4	-1.5	-0.1	0.8	-3.8	C[C@@H]1CCCCO[C@@H](CN(C)C(=O)c2ccncc2)[C@@H](C)CN([C@H](C)CO)C(=O)c2cc(N(C)C)ccc2O1	1.6	-5.8	1.7
-0.3	3.4	1.4	8.8	7.3	-1.4	COc1ccc(C(=O)NC(=O)N2CCCCC2)cc1	1.3	-30.8	-3.9
0.6	14.8	-7.8	-0.7	4.1	-2.4	COC(=O)c1sc(-c2ccc(C(C)(C)C)cc2)cc1NC(=O)c1ccccc1C(=O)O	0.2	-10.7	18.3
7.3	-14.8	2.8	16.6	10.3	-4.5	O=C(C1CCCCC1)N1CCC(CO)(Cc2ccccc2Cl)CC1	4.7	-7.8	-11.5
-5.2	-4.9	-5.6	2.5	1.9	-7.2	O=C(Cc1ccccc1[N+](=O)[O-])OCC(=O)c1ccccc1Br	2.1	0.0	8.8
5.5	-13.6	-6.7	13.1	-7.7	-0.4	CCCCC(=O)Nc1cccc(-c2nnc(-c3ccccc3)o2)c1	15.8	16.8	-0.1
-1.3	-0.6	4.1	15.4	13.7	1.2	COc1ccc(NC(=O)/C(Cl)=C(/Cl)S(=O)(=O)Cc2ccccc2)cn1	3.1	-32.7	-0.1
-2.8	-3.1	0.6	2.0	14.8	-8.3	CCN(CC)CCn1nc(C)nc1-c1ccccc1O	2.5	-6.5	-11.5
-1.9	5.7	-12.1	4.2	-10.9	-7.0	Cc1ccc(C)c(N2CCN(C(=O)CCCN3C(=S)NC(C)(C)CC3C)CC2)c1 (centres undefined)	4.2	16.9	8.0
-3.3	4.9	-1.5	3.1	9.8	-2.5	C=CCNC(=O)C(C)Sc1ccc(Cl)cc1 (centres undefined)	0.5	-33.9	-0.3
3.5	-5.0	17.7	0.6	23.6	0.1	Cc1ccccc1C(=O)NNC(=O)CCCCC(=O)NNC(=O)c1ccccc1C	0.2	-15.7	-7.2
5.1	0.8	-1.5	4.5	4.7	-4.3	O=C(NCCOc1cccc2cccnc12)c1cccs1	2.7	-7.9	8.3
1.9	-1.5	3.2	1.9	8.6	-2.9	CC(=O)Nc1ccc(S(=O)(=O)NCCC(=O)OCc2nnc(-c3ccccc3)o2)cc1	1.1	-6.6	3.2
0.3	-6.2	8.2	26.8	17.7	8.1	O=C(CN1C(=O)NC2(CCCC2)C1=O)Nc1nc(-c2ccccc2)cs1	1.2	-14.5	-8.5
1.4	-3.3	-1.5	3.7	-1.2	0.9	CC1Cc2ccccc2N1C(=O)COC(=O)c1cc(Br)ccc1O (centres undefined)	6.7	3.3	8.0
-1.3	7.0	0.7	13.5	2.4	-6.7	COC(=O)c1c(C)[nH]c(C(=O)/C=C/c2ccc(Cl)cc2)c1C	1.8	-0.9	1.1
-0.5	-17.2	5.2	0.1	13.1	-1.7	CCCCn1c(N)c(N(CCOC)C(=O)CC2CCCCC2)c(=O)[nH]c1=O	0.5	-19.0	-0.3
-1.6	11.8	0.4	0.0	4.8	-1.6	CC(C)(C)CC(C)(C)N1CNC(=S)NC1	-0.1	1.0	-0.5
7.3	3.2	8.0	0.8	18.5	0.2	C[C@H](NC(=O)Nc1cccc(Br)c1)C(=O)O	0.4	-18.1	-10.6
2.8	-2.0	6.5	0.3	2.2	-3.5	CC(C)[C@H](CO)NC(=O)[C@H]1O[C@@H](n2ccc(N)nc2=O)[C@H](O)[C@@H]1O	0.8	-8.0	11.4
-2.4	1.3	-3.6	10.5	-5.8	-8.0	CCN(N=Nc1cccc([N+](=O)[O-])c1)c1cccc([N+](=O)[O-])c1	-0.4	-1.5	1.8
-1.0	0.8	3.4	1.4	/	/	Cc1ccc(Cn2cc(CN3CC(N4CCN(Cc5cccc(C)c5)CC4)CS3(=O)=O)nn2)cc1 (centres undefined)	2.2	/	-3.0
-5.2	4.9	7.5	2.0	-31.8	-13.4	O=C(O)/C=C\C(=O)Nc1ccc(N2CCN(c3ccc(Cl)cc3)CC2)cc1	0.7	11.6	3.9
0.8	7.0	-4.9	-0.2	1.5	-5.1	CCC(Oc1ccccc1)C(=O)Nc1cc(C)on1 (centres undefined)	-0.7	-3.4	3.9
11.7	-5.9	-5.5	8.2	-3.7	0.6	CS(=O)(=O)c1ccc(-c2cnc3c(NC=O)cc(-c4ccsc4)cn23)cc1	8.8	-1.1	8.5
-0.1	9.1	0.0	1.6	-4.0	-6.9	O=C(/C=C/c1ccc(F)cc1)N1CCN(c2ncccn2)CC1	1.9	2.9	0.1
-5.1	-3.6	-23.7	10.3	1.9	-1.2	C[C@@H]1CN([C@H](C)CO)C(=O)c2cccc(NC(=O)Nc3ccc(F)cc3)c2O[C@H]1CN(C)C(=O)Nc1ccc(C(F)(F)F)cc1	-0.5	2.1	14.7
-7.1	5.3	-1.4	6.7	-9.2	-4.0	O=S(=O)(c1ccc(C2CCCCC2)cc1)N1CCCC1	-1.4	18.5	-0.5
-1.2	-2.0	2.3	9.8	2.0	-2.6	CCC(=O)N1c2ccc(C)cc2C2=NNC(=S)NC21O (centres undefined)	0.1	-26.5	4.5
-4.1	5.7	-6.2	5.3	-5.0	-3.9	COc1ccc(CCn2c(O)c(C3=c4ccccc4=NC3=O)sc2=S)cc1OC	-0.2	5.4	6.0
-1.8	-1.8	-0.5	0.1	6.7	-0.7	Cc1ccc(C(=O)N2CCN(c3ccc(NC(=O)c4cccs4)cc3)CC2)cc1	10.2	-3.4	2.8
-3.8	1.5	-10.6	5.0	2.5	-3.5	CC(=O)c1cccc(NC(=O)NC2CCCc3ccccc32)c1 (centres undefined)	4.6	6.2	13.2
3.4	-4.3	2.8	9.8	1.0	-0.7	COc1ccc(N2C(=O)c3ccccc3NC23CCC(C)CC3)cc1 (centres undefined)	0.8	4.9	-13.6
2.9	-3.5	-7.3	1.7	-7.8	0.7	O=C(COc1ccc(Br)cc1)Nc1ccc2c(c1)C(=O)NC2=O	3.2	-0.3	6.1
1.0	-8.8	1.3	12.2	5.7	0.8	CCC(=N\NC(=O)COc1ccccc1OC)/C(CC)=N/NC(=O)COc1ccccc1OC	0.8	2.3	-1.8
-0.1	-3.1	7.4	2.9	14.9	-2.4	COc1cc(NC(=O)Nc2c(C)n(C)n(-c3ccccc3)c2=O)cc(OC)c1OC	1.1	-15.4	6.1
1.0	0.5	10.6	2.1	15.1	-2.5	Cc1ccccc1NC1=NC(=S)N(CC(N)=O)C12CCOC(C)(C)C2 (centres undefined)	1.0	-14.6	-6.4
-4.4	-8.8	4.8	-2.1	8.0	-2.7	Cc1ccccc1C(=O)N1CCC(C(=O)NCCc2ccc(S(N)(=O)=O)cc2)CC1	1.5	-7.4	5.7
0.8	-2.2	-3.1	0.7	7.8	-2.0	O=C(NCCCNC(=O)C(F)(F)C(F)F)C(F)(F)C(F)F	0.4	-10.7	-4.5
-1.2	6.8	-5.3	1.0	-2.1	-2.8	CC(C)Oc1ccc(CN2CCC2(C)C(=O)Nc2cccc(Oc3ccccc3)c2)cc1 (centres undefined)	-0.4	-9.4	0.6
-4.5	-3.2	3.6	-0.1	2.5	-4.0	CCOc1ccc(NC(=O)CN(C)C(=O)CCCc2nc3ccccc3c(=O)[nH]2)cc1OCC	0.2	3.0	0.3
-1.2	1.5	-3.7	10.8	-2.1	-1.0	CCn1c(SCC(=O)N2CCc3ccccc32)nnc1-c1c[nH]c2ccccc12	3.1	1.6	3.4
1.9	-1.9	4.3	1.4	17.7	-0.4	O=C1C=C(c2ccc(-c3ccccc3)c(F)c2)C[C@@H](c2ccc(Cl)cc2)C1	0.3	-6.0	-5.1
-3.6	8.2	-0.7	3.9	2.2	-3.1	NC(=NCc1ccco1)NC(=O)c1ccccc1	0.1	-7.4	8.8
2.5	-0.2	8.5	-0.1	1.4	-0.7	Cc1ccc2nc(-c3ccccc3)nn2c1	0.5	-1.9	6.6
1.8	2.8	-1.8	12.0	0.3	-1.6	OC(c1cc(F)cc(Cl)c1)c1ncc(-c2ccccc2C(F)(F)F)[nH]1 (centres undefined)	5.3	-7.6	1.6
0.9	0.3	-1.4	-3.0	3.0	-6.7	COc1ccc(C2NC(=O)NC(C)=C2C(=O)OC2CCCC(C)C2)cc1 (centres undefined)	-1.3	-13.5	3.8
-11.8	7.1	-17.9	13.1	8.7	-6.6	COc1ccccc1C(CNC(=O)c1ccc(NS(=O)(=O)c2ccc(C(C)=O)cc2)cc1)N1CCCC1 (centres undefined)	-0.3	4.9	17.1
-1.9	9.0	-2.2	4.5	-1.2	-4.1	CCCc1cc(=O)oc2cc(OCC(=O)NCCCN3CCCC3=O)ccc12	1.7	1.1	6.2
0.4	-3.9	2.0	6.5	12.8	-3.5	Cc1cc(C)c(C)c(S(=O)(=O)Nc2ccccc2C(=O)NCCCn2ccnc2)c1C	5.6	-13.4	-2.5
-2.7	5.7	2.2	4.2	5.1	4.5	CCCOC1CCCN(C(=O)CCCn2nnnc2CN2CCOCC2)C1 (centres undefined)	0.8	-8.4	4.3
1.3	14.6	4.3	7.7	6.5	0.1	COc1ccc(C(=O)Cn2nnc(-c3ccccc3NC(=O)C3CC3)n2)cc1	-0.6	3.9	-1.9
1.6	-1.9	-2.9	0.8	3.6	0.4	COc1cc(OC)cc(C(=O)Nc2ncc3c(n2)CC(C)(C)CC3=O)c1	1.3	-7.0	-2.6
-0.5	-8.5	-9.0	1.2	5.2	-4.9	CN(C)C(=O)c1cccc(-c2cnc3c(NC=O)cc(-c4cccc(F)c4)cn23)c1	5.1	-12.3	10.2
-0.2	-8.6	-1.6	1.6	1.6	-1.8	O=C(NCc1cccs1)C1CCCN(S(=O)(=O)c2cnc[nH]2)C1 (centres undefined)	0.8	-7.7	-0.1
-0.6	-16.7	1.2	43.2*	7.4	-2.7	CN(CCc1ccccc1)C(=O)c1ccc(NC(=O)Cc2cccc(NC(=O)C3CCN(S(=O)(=O)c4cccc([N+](=O)[O-])c4)CC3)c2)cc1	1.3	-12.6	-4.3
